# HTR1E antagonist = 5-HT1E receptor antagonists, primary screen, cell-based, HTS | 5-hydroxytryptamine receptor 1E (Homo sapiens), P28566 | CHO 5-HT1E Ga15 NFAT-bla reporter, FRET, antagonist | inhibition, % at 6 µM | 65,000 compounds, 0.99% hits;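 active = inhibition above a set limit, the mean inhibition across every tested compound plus 3 SD, cut at about 29% in these data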;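 also: signal is the 460 over 535 nm emission ratio of beta-lactamase substrate; 0% = agonist plus DMSO wells and 100% = wells without agonist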
# SF-1 act = activators of human SF-1, primary screen, cell-based, CHO-K1, Gal4-SF-1 LBD, luciferase luminescence | Steroidogenic factor 1 (Homo sapiens), Q13285 | CHO-K1 Gal4-SF-1 LBD luciferase reporter; % increase over DMSO SF-1-specific signal | activation, % at 10 µM | 65,000 compounds, 1.9% hits | AID 522, 2006;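 active = activation above the mean activation of all tested compounds plus 3 SD, cut at about 50% in these data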
# Target sequence (Q13285 whole entry, looked up, the tested form may be a part): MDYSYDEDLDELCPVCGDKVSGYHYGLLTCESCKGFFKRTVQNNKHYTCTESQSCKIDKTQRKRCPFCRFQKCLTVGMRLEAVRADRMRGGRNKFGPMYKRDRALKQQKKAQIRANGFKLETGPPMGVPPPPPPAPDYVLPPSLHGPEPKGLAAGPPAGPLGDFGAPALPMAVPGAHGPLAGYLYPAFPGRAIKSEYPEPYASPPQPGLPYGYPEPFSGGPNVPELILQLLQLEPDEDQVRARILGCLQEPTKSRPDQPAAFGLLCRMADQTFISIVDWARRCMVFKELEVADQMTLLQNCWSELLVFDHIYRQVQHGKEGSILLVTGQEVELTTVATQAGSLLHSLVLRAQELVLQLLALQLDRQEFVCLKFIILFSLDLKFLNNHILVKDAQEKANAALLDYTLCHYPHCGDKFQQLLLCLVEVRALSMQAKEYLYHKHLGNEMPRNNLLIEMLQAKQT
#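 Material: CHO-K1 cells with Gal4–hSF-1 LBD chimera plus Gal4-driven luciferase / Input: 4,000 CHO-K1 cells per well / Incubation: compound exposure 20 h at 37 °C / Signal: luminescence read 15 min after SteadyLite luciferase reagent, after room-temperature equilibration / Read-out: percent activation versus DMSO / Benchmarks: DMSO negative control and −SF1 background wells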
# HTR1E agonist = 5-HT1E receptor agonists, primary screen, cell-based, HTS | 5-hydroxytryptamine receptor 1E (Homo sapiens), P28566 | CHO 5-HT1E Ga15 NFAT-bla reporter, FRET; 0% DMSO wells, 100% control agonist wells | activation, % at 6 µM | 65,000 compounds, 0.69% hits | AID 574, 2007;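 active = activation above a set limit, the screen-wide mean activation plus 3 SD, cut at about 8.5% in these data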;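 also: 100% = positive control agonist at 1 µM giving full maximal response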
# MMP13 inh = human MMP13 inhibitors, primary screen, biochemical, FRET peptide cleavage | Collagenase 3 (Homo sapiens), P45452 | MMP-13 fTHP FRET cleavage, Mca fluorescence | inhibition, % at 4 µM | 65,000 compounds, 0.07% hits | AID 570, 2006;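 active = inhibition above the mean of compound-free control plate wells plus 3 SD, cut at about 14% in these data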;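 also: 0% = DMSO wells and 100% = wells with reference MMP-13 inhibitor after basal subtraction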
# 5-HT1A blocker = human 5-HT1a receptor antagonists, primary screen, cell-based, CHO, Ga15 NFAT-bla reporter; 5-hydroxytryptamine receptor 1A (Homo sapiens), P08908; CHO 5-HT1a Ga15 NFAT-bla reporter, antagonist mode; inhibition, % at 10 µM; 62,000 compounds, 0.68% hits; AID 612, 2007;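 active = inhibition above the mean of all tested compounds plus 3 SD, cut at about 43% in these data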;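 also: receptor stimulated by 5-CT agonist at 100 nM near EC80; beta-lactamase reporter measured by ratiometric fluorescence of a cleavable substrate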
# Target sequence (P08908 whole entry, looked up): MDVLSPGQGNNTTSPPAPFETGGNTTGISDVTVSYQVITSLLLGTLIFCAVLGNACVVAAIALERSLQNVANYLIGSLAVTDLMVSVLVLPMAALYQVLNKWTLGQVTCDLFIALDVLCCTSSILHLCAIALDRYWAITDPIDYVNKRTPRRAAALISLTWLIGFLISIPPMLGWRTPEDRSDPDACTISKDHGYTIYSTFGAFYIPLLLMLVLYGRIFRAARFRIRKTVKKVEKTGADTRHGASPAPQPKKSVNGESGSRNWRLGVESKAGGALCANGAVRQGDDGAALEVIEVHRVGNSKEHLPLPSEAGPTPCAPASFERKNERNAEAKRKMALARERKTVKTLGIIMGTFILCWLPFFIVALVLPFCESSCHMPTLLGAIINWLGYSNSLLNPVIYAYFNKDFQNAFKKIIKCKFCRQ
# NADH enzymes = inhibitors of PK/LDH coupling enzymes, profiling panel, artefact control, biochemical, MLSMR library; AID 774, 2007; coupled PK/LDH NADH assays, four targets; 65,000 compounds, 0.02% hits; IC50, µM (titrated, usually from 10 µM), for the others: top-dose inhibition;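 active = single-dose screening hits from any of four coupled enzyme assays that gave an IC50 when retested across doses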;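 also: the DPM-DC format reads NADH fluorescence rather than 340 nm absorbance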
# RORA act = activators of orphan receptor RORA, primary screen, cell-based, luminescence; 65,000 compounds, 1.5% hits; Nuclear receptor ROR-alpha (Homo sapiens), P35398; CHO-K1 Gal4-RORA LBD luciferase reporter; percent increase over mock-subtracted basal signal; activation, % at 10 µM;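 active = activation above the mean of all tested compounds plus 3 SD, cut at about 49% in these data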;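 also: 0% = DMSO-treated RORA cells and 100% = added signal equal to DMSO minus mock-transfected cells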
# tolC growth inh = growth inhibitors of E. coli tolC mutant, primary screen, strain BW25113 ΔtolC::kan, 384-well | OD615 | growth inhibition, % at 10 µM (by protocol) | 65,000 compounds, 2.2% hits | AID 573, 2007;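 active = growth inhibition at or above a cutoff equal to the mean over every tested compound plus 3 SD, cut at about 60% in these data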;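 also: growth measured after 20 h incubation at 37 °C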
#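 Doses: one dose of 10 µM final / Material: E. coli BW25113 ΔtolC::kan, tolC deletion mutant strain / Buffer or medium: LB with kanamycin 50 µg/mL / Evaluation: percent growth inhibition / Detection: optical density read at 615 nm / Incubation: 37 °C, 20 h exposure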
# 5HT1a ag = human 5-HT1a receptor agonists, primary screen, cell-based, CHO, Ga15 NFAT-bla reporter | CHO 5-HT1a Ga15 NFAT-bla reporter, FRET ratio; 0% basal, 100% maximal reference agonist | activation, % at 10 µM | 65,000 compounds, 0.56% hits | AID 567, 2006;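 active = activation above the screen-wide mean activation plus 3 SD, cut at about 19% in these data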;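 also: 0% = DMSO wells and 100% = 5-CT at EC100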
# * hit, by the source's call; [ ] = another dose, or the depositor's remark.
SMILES,HTR1E antagonist,SF-1 act,HTR1E agonist,MMP13 inh,5-HT1A blocker,NADH enzymes,RORA act,tolC growth inh,5HT1a ag
CC1CN(S(=O)(=O)c2cccc(-c3cn4ccccc4n3)c2)CC(C)O1 (centres undefined),9,-7,0.3,-10,-19,6%,10,1,-2.4
COc1ccc2nc(N3CCCC3)c(C#N)cc2c1,1,9,0.4,-23,5,6%,14,9,7.3
COc1ccc(C(=O)N2CCCC(c3nc(-c4cccs4)no3)C2)cc1OC (centres undefined),-4,-8,1.4,6,-1,6%,-7,5,-0.5
O=C(c1ccco1)[C@@H]1[C@@H]2C(=O)N(c3ccc(F)cc3)C(=O)[C@@H]2C2c3ccccc3C=CN21 (some centres undefined),4,-9,-0.7,0,1,5%,-12,-5,-2.2
CCCOc1ccc(-c2cnc(SCC(N)=O)nc2N)cc1,1,9,0.3,-4,3,1%,5,16,-0.3
O=C1CCc2cc(S(=O)(=O)N3CCC(C(=O)NCCC4=CCCCC4)CC3)ccc2N1,-3,3,0.7,2,-2,3%,-2,-7,-2.6
O=C(CC1(O)C(=O)Nc2cc(Cl)cc(Cl)c21)c1ccccc1O (centres undefined),10,-8,-0.8,2,7,6%,-8,13,0.6
O=C(COc1ccccc1)NCCSCc1ccco1,-7,1,-0.2,4,3,1%,7,-7,0.3
O=C(c1cccs1)N1CCN=C1SCc1cccnc1,4,-6,-1.0,-1,8,5%,-18,-18,-1.8
Cc1cc(C)n(Cc2ccccc2F)c(=O)c1C#N,18,7,0.0,-11,13,8%,-18,0,-1.0
CC(=O)Nc1ccc(CN2CCCCCCC2)cc1,-2,-18,0.4,6,-8,10%,-11,-23,0.6
COC(=O)C1=C(C(C)=O)C(c2ccc(C(=O)OC)cc2)n2nnnc2N1 (centres undefined),-5,9,-0.3,0,-6,8%,1,-15,-0.8
O=C(c1cccc(F)c1)N1CCN=C1SCc1cccnc1,15,-7,0.9,3,0,3%,-2,-26,0.3
CC1(C)NC(=O)N(CCOCCSc2ccccc2)C1=O,0,11,-0.5,3,3,7%,-12,-5,-1.3
Cc1ccc(C)c(N(C(=O)CCC(=O)Nc2cc(C)on2)C(C(=O)NC2CCCC2)c2ccco2)c1 (centres undefined),-12,1,0.2,1,6,6%,0,3,1.3
CCCOc1nc2c(c(=O)n(C)c(=O)n2C)n1CC,6,-10,-0.5,2,1,4%,-3,-4,-1.6
CCOc1ccc(-n2c(=O)cc(N3CCN(c4ccccc4)CC3)[nH]c2=O)cc1,4,-15,-0.3,-1,-3,3%,-4,0,-0.6
COC(=O)CSc1nsc(SCC(=O)OC)n1,-9,-15,-0.6,-5,-5,2%,-9,-14,0.9
CCOC(=O)c1cccc(-n2c(C)nc3ccccc3c2=O)c1,-6,-9,0.2,2,-3,2%,-4,-16,-3.8
COc1ccc(-n2c(COc3ccc(C)cc3)nnc2SCC(N)=O)cc1,-2,-2,0.2,1,-5,2%,-2,11,-3.2
Cn1c(CCNC(=O)c2ccc(F)cc2)nc2ccccc21,-2,-22,0.1,1,-2,10%,-14,-15,-0.1
O=c1[nH]n(-c2ncnc3c2cnn3-c2ccccc2)c(=O)c2ccccc12,5,-13,-1.3,-2,-15,2%,-8,-1,3.0
CCN1CCCC1CNS(=O)(=O)c1ccc(C(=O)Nc2ccccc2)cc1 (centres undefined),13,-1,-0.5,0,8,12%,-20,-11,-4.2
CC(C)(CO)NC(=O)CCCOc1ccc(Cl)cc1Cl,-9,18,-0.6,1,-10,2%,12,6,-1.6
CCCCNC(=O)OC1CCS(=O)(=O)C1 (centres undefined),8,-17,-0.4,2,6,7%,-3,-9,-4.8
O=C(Nc1ccc(-c2noc(-c3cccs3)n2)cc1)c1cccnc1,20,35,-0.8,-1,10,1%,42,6,-0.4
O=C1CC(c2ccco2)CC(O)=C1C=NCC1CCNCC1 (centres undefined),6,1,-0.7,7,2,6%,-32,-8,-5.3
CCOc1ccccc1-n1c(SCC(N)=O)nnc1-c1cccnc1,6,-7,-1.2,4,-1,5%,4,-37,-4.0
CC(=O)Nc1ccc(N=Cc2nc(-c3ccc(C)cc3)oc2O)cc1,13,9,1.5,1,12,3%,-19,-4,-0.1
CCCCOC(=O)c1ccc(NC(=O)c2cnc3n(c2=O)CCS3)cc1,-5,18,-0.1,2,-6,5%,-9,10,-1.1
CCOc1cc(N2CCOCC2)c(OCC)cc1NS(=O)(=O)c1ccc(Cl)s1,25,19,0.4,1,12,5%,79*,31,-1.0
c1ccc(CCc2nc(-c3ccncc3)no2)cc1,2,17,-1.6,0,3,0%,43,9,1.2
CN(Cc1c(F)cccc1Cl)c1ccc(S(=O)(=O)N2CCOCC2)cn1,14,-12,-1.1,-7,11,8%,-2,31,-1.7
Cc1occc1C(=O)Nc1ccccc1C(=O)O,-8,-19,0.0,1,1,0%,-6,12,-2.1
Cc1nn2c(C(F)(F)F)cc(-c3ccc(Cl)cc3)nc2c1C(=O)N1CCOCC1,-7,4,38*,-3,-7,8%,6,1,-3.7
COC(=O)CSc1nnc([C@H](Cc2ccccc2)NC(=O)OC(C)(C)C)o1,3,3,-0.7,-2,2,7%,-8,-4,0.1
CCc1nc(N)c(C#N)c(-c2ccc(OC)c(OC)c2)c1C,25,5,0.0,-12,3,3%,-6,22,1.6
CC(C)(C)n1ncc2c(=O)n(Cc3ccc(Cl)cc3Cl)cnc21,18,8,-0.2,-4,37,3%,30,10,-0.5
O=S(=O)(c1cccc(-c2nc3ccccc3s2)c1)N1CCCC1,0,15,-0.2,0,-5,9%,-10,4,2.2
CCCCOC(=O)n1ccc(C(=O)Nc2ccccc2OC)n1,-5,11,-0.8,2,-12,5%,2,13,-3.5
CC(=O)NC12CC3CC(C1)CC(C(=O)OCC(=O)Nc1ncc(Cl)cc1Cl)(C3)C2,-7,0,0.5,6,-20,0%,1,-7,-0.2
COc1ccc(C(CNC(=O)COc2ccccc2C#N)N2CCOCC2)cc1 (centres undefined),-2,2,0.5,-1,5,7%,-1,-11,1.4
CC(=O)Nc1ccc(S(=O)(=O)N(C)c2ccc(O)cc2)cc1,4,15,52*,-6,1,8%,14,-1,-2.4
COc1nc(-c2ccccc2)ccc1-c1noc(C)n1,-13,45,-0.1,-1,-6,6%,23,0,-4.3
Cc1cc(NC(=O)CSC2=NCCS2)no1,-4,-5,0.2,6,-4,9%,9,-4,-2.6
CCn1c(NC(=O)Nc2ccccc2OC)nc2ccccc21,9,3,-0.7,-12,10,3%,20,7,-0.6
CCOC(=O)c1ccc(NC(=O)Cn2nnc(-c3ccccc3)n2)cc1,-1,8,0.6,-3,6,5%,-11,24,-0.1
N=c1c2c(-c3ccccc3)c(-c3ccccc3)n(Cc3ccco3)c2ncn1CCN1CCOCC1,5,3,-0.1,0,28,7%,30,58,-1.6
CCC(O)CNc1nc(SC)nc2sc3c(c12)CCN(C)C3 (centres undefined),3,-10,1.1,-79[fluorescence artefact?],2,5%[fluoresces],19,-15,1.9
COc1ccccc1CNC(=O)CCC(=O)Nc1nnc(C)s1,-6,-7,-0.2,2,-19,5%,8,-12,0.7
# Next part.
SMILES,HTR1E antagonist,SF-1 act,HTR1E agonist,MMP13 inh,5-HT1A blocker,NADH enzymes,RORA act,tolC growth inh,5HT1a ag
CCCCOc1cccc(C(=O)O)c1,-6,3,-0.9,-3,-7,11%,-24,-9,-0.3
CCC(C)NC(=O)C1CCCN(S(=O)(=O)c2ccc(-n3cnnn3)cc2)C1 (centres undefined),0,-15,-1.3,-1,-6,1%,-5,-19,0.7
O=C(N1CCOCC1)N1CCCN(C(=O)N2CCOCC2)CC1,4,8,-0.2,-6,-6,3%,-2,-9,-1.9
Cc1cc(/C=C(/C#N)c2cccc(F)c2)c(C)n1-c1cccnc1,-3,9,-0.2,5,3,4%,14,99*,-1.5
CNC(=O)C1CC(=O)N(Cc2ccc3c(c2)OCO3)C(=Nc2ccc(OC)cc2)S1 (centres undefined),13,-16,-0.9,-2,16,9%,-12,-11,-3.4
COc1cc(CNc2ncn[nH]2)cc(Br)c1OC,-3,2,0.1,-1,2,5%,-12,-12,-3.9
CN=c1scc(C)n1/N=C/c1ccc2c(c1)OCO2,-10,12,1.3,2,2,8%,-22,5,-2.1
Cn1c(=O)c2[nH]c(-c3cccnc3)nc2n(C)c1=O,2,-11,-0.1,1,6,3%,-10,-6,0.5
COc1ccc2[nH]c(=O)c(CN(C(=O)c3ccccn3)C3CCCCC3)cc2c1,-6,25,0.7,-12,-28,13%,-1,-12,4.9
CC(C)CNC(=O)c1cccc(NC(=O)c2ccc(NC(=O)c3ccco3)cc2)c1,8,18,-0.1,-1,12,2%,5,-18,0.8
COc1ccc(S(=O)(=O)Nc2ccc3c(c2)OCO3)cc1OC,8,4,0.1,1,-6,6%,-12,-12,-3.9
Cc1cc(NC(=O)c2cc(-c3cccs3)on2)nn1Cc1ccc(Cl)cc1,-7,-3,0.4,-1,2,10%,28,3,3.5
COC(=O)c1ccc(CN(c2ccc(C)cc2)S(=O)(=O)c2ccc3c(c2)OCCO3)o1,19,1,-0.4,3,12,4%,-13,41,-0.7
O=C(c1ccc(C#CC2(O)CCCCC2)cc1)N1CCOCC1,0,16,-0.6,6,4,5%,3,-4,-3.1
CCn1c(COc2ccccc2C)nnc1SCC(=O)Nc1ccc2c(c1)OCCO2,-10,-10,1.1,-6,-4,10%,-14,-4,0.3
Cc1ccccc1-n1c(SC/C(O)=C(\C#N)c2nc3ccccc3[nH]2)nnc1-c1ccncc1,5,24,-0.8,-1,-10,1%,15,-11,1.2
COc1ccc(OCc2ccc(-c3nc4ccccc4c(=O)n3N)o2)cc1,19,59*,-0.6,-4,-3,4%,41,7,-3.8
CCOC(=O)c1ccc(Nc2ncnc3nc[nH]c23)cc1,-2,22,0.4,-5,-11,7%,31,15,3.2
CC(=O)O[C@H]1CSC[C@H]1NC(=O)c1ccccc1,18,16,0.1,7,-5,3%,-1,-16,-2.8
Cc1ccc2[nH]c3c(NCc4ccco4)ncnc3c2c1,14,-18,0.7,-62,21,3%[fluoresces],-8,40,0.4
CN(Cc1ccccc1)C1CC(=O)N(c2ccc(C(=O)O)cc2)C1=O (centres undefined),-6,-11,4.1,2,-14,5%,-2,-12,-3.2
